Screens from PubChem.
NCI-60 one-dose screen, 48 h, at 10 µM unless noted. Numbers give growth in % (100 = growth as untreated, 0 = no growth, -100 = all killed).
HL-60(TB): HL-60(TB) leukemia cells | 9% of 78,000 active | AID 1794776; active = growth percent below 10
The depositor's hits bear a star; ! = repeats disagree.

SMILES	HL-60(TB)
Nc1cccc(C(=O)Nc2ccc3c(O)c(N=Nc4ccc(N=Nc5ccc(S(=O)(=O)O)cc5)cc4)c(S(=O)(=O)O)cc3c2)c1	89
Cc1ccc(CSc2nc3ccccc3c(=O)n2CCc2ccc(S(N)(=O)=O)cc2)cc1	89
COc1cccc(/C=C/c2nc3c(cnn3-c3ccccc3)c(=O)[nH]2)c1	24
CC1(C)CC(=O)C(c2ccc([N+](=O)[O-])cc2)=C(O)c2ccccc21	86
CC1CC(=O)c2cc(-c3ccccc3)oc2C1 (stereo unspecified)	98
CSc1cccc(C(=O)O)c1	110
N#Cc1c(-c2ccc(Cl)cc2Cl)cc(-c2ccccc2)[nH]c1=O	88
OC(CCN1CCCCC1)(c1ccccc1)C1CC2C=CC1C2 (stereo unspecified)	102
O=C1/C(=C/c2ccc(Cl)c(Cl)c2)SC(=S)N1C1c2ccccc2Oc2ccccc21	114
C/C(=N/NC(=O)c1cc2ccccc2oc1=N)c1ccc([N+](=O)[O-])cc1	96
Cn1ccnc1C(=O)/C=C/c1ccc(CCC(=O)Nc2ccc(F)cc2)cc1	56
C=CC[C@@H]1/C=C(\C)C[C@H](C)C[C@H](OC)[C@H]2O[C@@](O)(C(=O)C(=O)N3CCCC[C@H]3C(=O)O[C@H](/C(C)=C/[C@@H]3CC[C@@H](O)[C@H](OC)C3)[C@H](C)[C@@H](O)CC1=O)[C@H](C)C[C@@H]2OC	103
O=[N+]([O-])c1ccc2scc3c4ccccc4nc-3c2c1	1.2*
O=C(NCc1ccccc1)Nc1ccccc1CNc1nc(Nc2ccc(OCCN3CCCC3)cc2)ncc1Cl	62
O=C(CSc1nc2ccccc2c(=O)n1-c1ccc(Cl)cc1)Nc1ccc(-c2nc3ccc([N+](=O)[O-])cc3[nH]2)cc1	86
CCOP(=O)(OCC)OC[C@]12CC[C@@H](C)[C@H](C)C1C1=CC[C@@H]3[C@@]4(C)CCCNC(C)(C)[C@@H]4CC[C@@]3(C)[C@]1(C)CC2 (stereo partly specified)	-68*
COc1ccc(C(NC23CC4CC(CC(C4)C2)C3)c2nnnn2C(C)(C)CC(C)(C)C)cc1 (stereo unspecified)	97
Cc1ccc(S(=O)(=O)NCCCNc2nccc(-c3[nH]c(-c4ccccc4)nc3-c3ccc(F)c(O)c3)n2)cc1	82
O=C1NC(=O)c2c(CCCSc3nc4ccccc4c(=O)n3CCc3ccccc3)cccc21	111
O=C1c2ccccc2C(=O)c2c(N=Nc3sc(Nc4ccc(Cl)cc4)nc3O)cccc21	95
CC(CC(c1ccccc1)c1ccccc1)[N+](C)(C)C (stereo unspecified)	127
CCN1CCC[C@]2(C)[C@H]3CC[C@@]4(C)[C@@H](CC[C@]4(C)O)[C@@H]3CC[C@@H]12	99
CN(Cc1cnc2nc(N)nc(N)c2n1)c1ccc(C(=O)N[C@@H](CCC(=O)O)C(=O)O)cc1	24
O=c1oc2ccc([N+](=O)[O-])cc2cc1Br	105
CCOC(CCc1c(C)nc(N)[nH]c1=O)OCC	65
NCc1c(Cl)c(Cl)c(CN)c(Cl)c1Cl	89
CCCCCCC(C)NCCOC(=O)c1ccc(N)cc1 (stereo unspecified)	81
Oc1ccccc1-c1cn2ccnc2c(-c2ccc(Cl)cc2)n1	82
OCC1OC(n2ccc3c2ncn2ncnc32)C(O)C1O (stereo unspecified)	-14*
COCCn1cc(-c2nc(-c3c[nH]c4ncccc34)cs2)c2ccccc21	77
O=C(C(/C=N\C(=S)Nc1ccccc1Cl)=C(/O)c1ccccc1)c1ccccc1	86
N#Cc1ncoc1N1CCN(c2cccc(Cl)c2)CC1	76
COc1ccc(-c2cc(-c3cn(-c4cccc(Cl)c4)nc3-c3ccc(OC)cc3)c(C#N)c(N)n2)cc1	90
O=C(NCCNc1nccc(Nc2ccc(S(=O)(=O)Nc3ccccn3)cc2)n1)C(Cl)(Cl)Cl	116
COc1ccc(NC(=O)CN2CCN(c3cc4c(cc3F)c(=O)c(C(=O)O)cn4C3CC3)CC2)cc1	124
Cc1nn(-c2ccccc2)c2c1C1C(=C(c3cccs3)N2)C(=O)N(Cc2ccccc2)c2ccccc21 (stereo unspecified)	105
CCOC(=O)/C(C#N)=C(\C)c1ccccc1	106
COc1ccc(C(OC(=O)C2CCc3cc(F)ccc3O2)C(=O)NC(C)(C)C)cc1 (stereo unspecified)	98
CC1=CCC2C(=O)NC(=O)C2C1 (stereo unspecified)	104
O=C(NC1CCN(c2ccc3nnc(Cl)n3n2)CC1)c1ccccc1	102
Clc1ccc(Nc2nccc(Nc3ccc4[nH]ncc4c3)n2)cc1	52
CC(C)(C)C1CCC(OC(=O)c2ccccc2)CC1 (stereo unspecified)	107
Fc1cccc(NCOOC2(OOCNc3cccc(F)c3)CCCCC2)c1	88
CCOC(=O)c1c(C)nc2c(c1N)/C(=C/c1ccccc1[N+](=O)[O-])C(=O)N2Cc1cccc(OC)c1	88
CC[C@@]1(O)C(=O)OCc2c1cc1n(c2=O)Cc2cc3c(CN(C)C)c(O)ccc3nc2-1	-36*
Cc1ccc(-c2cc(-n3nnnc3-c3ccccc3)no2)cc1	81
CC1(C)CC[C@]2(C(=O)N3CCOCC3)CC[C@]3(C)C(=CC[C@@H]4[C@@]5(C)C/C(=C/c6ccccc6)[C@H](O)C(C)(C)[C@@H]5CC[C@]43C)C2C1 (stereo partly specified)	62
Cc1cc(C(O)(c2ccc(Nc3ccccc3)cc2)c2ccc(Nc3ccc(S(=O)(=O)O)cc3)cc2)ccc1N (stereo unspecified)	-7.9*
OC1CCCCC1C1CCCCC1 (stereo unspecified)	79
Cc1nc2ccccc2n1CC1C(=O)NC(=S)NC1=O	94
C/C=C/CC(C)C(O)[C@H](NC(=O)[C@@H]1CCCN1C(=O)[C@](C)(CC)NC(=O)CCCCCCCCC)C(=O)N[C@@](C)(CC)C(=O)N[C@@H](CCC(N)=O)C(=O)N[C@H](CCC(N)=O)C(=O)NC(C)(C)C(=O)NC(C)(C)C(=O)N[C@@H](CCC(N)=O)C(=O)N[C@H](CC(C)C)C(=O)N[C@H](CO)CC(C)C (stereo partly specified)	-39*!
O=C(/C=C/c1ccccc1O)c1cc2ccccc2oc1=O	108
COc1ccc2cc1Oc1ccc(cc1)C[C@H]1c3c(cc4c(c3Oc3cc5c(cc3OC)CCN(C)[C@@H]5C2)OCO4)CCN1C	36
N#Cc1ncc(Br)c(N[C@@H]2C[C@H]3CC[C@@H]2C3)n1	85
C/C(=N/O)c1cc(Br)c2cccc3c2c1CC3	89
COc1cccc(C2C(C#N)=C(N)Oc3c2ccc2ccccc32)c1 (stereo unspecified)	-30*
CC(=O)OCc1cc[c]([Hg][Cl])o1	-25*
Cc1ccc2c(-c3nn(-c4ccccc4)c(N)c3C#N)cc(=O)oc2c1	90
O=C(O)CCN1C(=O)/C(=C/c2ccc(F)cc2)SC1=S	106
C/C(=N\O)C(=O)Nc1ccc(F)cc1	102

Rewritten in CSV form: entries from further up.
SMILES,HL-60(TB)
Cc1ccc(-c2cc(-n3nnnc3-c3ccccc3)no2)cc1,81
CC1(C)CC[C@]2(C(=O)N3CCOCC3)CC[C@]3(C)C(=CC[C@@H]4[C@@]5(C)C/C(=C/c6ccccc6)[C@H](O)C(C)(C)[C@@H]5CC[C@]43C)C2C1 (stereo partly specified),62
Cc1cc(C(O)(c2ccc(Nc3ccccc3)cc2)c2ccc(Nc3ccc(S(=O)(=O)O)cc3)cc2)ccc1N (stereo unspecified),-7.9*

Gathered by group: those above with fluorine (seven)
SMILES	HL-60(TB)
Cn1ccnc1C(=O)/C=C/c1ccc(CCC(=O)Nc2ccc(F)cc2)cc1	56
Cc1ccc(S(=O)(=O)NCCCNc2nccc(-c3[nH]c(-c4ccccc4)nc3-c3ccc(F)c(O)c3)n2)cc1	82
COc1ccc(NC(=O)CN2CCN(c3cc4c(cc3F)c(=O)c(C(=O)O)cn4C3CC3)CC2)cc1	124
COc1ccc(C(OC(=O)C2CCc3cc(F)ccc3O2)C(=O)NC(C)(C)C)cc1 (stereo unspecified)	98
Fc1cccc(NCOOC2(OOCNc3cccc(F)c3)CCCCC2)c1	88
O=C(O)CCN1C(=O)/C(=C/c2ccc(F)cc2)SC1=S	106
C/C(=N\O)C(=O)Nc1ccc(F)cc1	102

2 compounds drawn at random from those above:
SMILES	HL-60(TB)
N#Cc1ncc(Br)c(N[C@@H]2C[C@H]3CC[C@@H]2C3)n1	85
O=C(/C=C/c1ccccc1O)c1cc2ccccc2oc1=O	108

(more compounds)
SMILES	HL-60(TB)
Nc1cccc(SC(CC(=O)c2ccc(-c3ccccc3)cc2)c2ccco2)c1 (stereo unspecified)	93
O=C(COCc1c(-c2ccccc2)no[n+]1[O-])Nc1nc(-c2ccc(Cl)cc2)cs1	119
CCc1c(C(=O)N[C@@H](CO)Cc2ccc(Cl)cc2)[nH]c2ccc(Cl)cc12	79
Cc1cc(=O)oc2cc(OCCCOc3ccc(/C=C/C(=O)Nc4ccccc4Cl)cc3)ccc12	100
N/C(=N\c1nc2ccccc2s1)NC(=O)NC(c1ccccc1)c1ccccc1	72
COC(=O)Nc1ccc(C)c(NC(=O)OC)c1	101
CCN(CC)CC(O)c1c(OC)ccc2ccccc12 (stereo unspecified)	99
O=c1c(Cc2ccncc2)c[nH]c2ccc(Cl)cc12	111
O=C(CNc1nc(-c2ccc(Cl)cc2)cs1)Nc1ccc(-c2nc3ccccc3s2)cc1	99
Cc1cc(C)c2c(-n3nnc(C#N)c3N)nn(C)c2n1	99
O=C(O)CCn1c(O)c(N=Nc2cccc3c2C(=O)c2ccccc2C3=O)sc1=S	100
COc1ccc(/C=C2/SC(N3CCN(c4ccc([N+](=O)[O-])cc4)CC3)=NC2=O)cc1	102
Cn1ccnc1C(=O)/C=C/c1ccc(CNC(=O)c2ccc(S(F)(F)(F)(F)F)cc2)cc1	-5.0*
Cc1noc2c(Cc3ccc([N+](=O)[O-])cc3)nn(CC(=O)N/N=C/c3ccc(F)cc3)c(=O)c12	98
CC(C)(C)c1ccc(O)c(-c2ccccc2)c1	0.4*
Cn1c(=O)c2[nH]c(CCC(=O)O)nc2n(C)c1=O	106
COn1cc(C(=O)c2ccc(C)cc2)c2cc(C#N)c(C#N)cc21	108
CC(=O)OC(C)(C)[C@@H]1CC[C@H](C)C2=C(C1)[C@@H](C)CC2	103
COc1ccc(F)cc1N	101
COc1ccc(/C(C#N)=C/c2ccc(NC(C)=O)cc2)cc1	49

A few values from above:
HL-60(TB) with CC(C)(C)c1ccc(O)c(-c2ccccc2)c1 = 0.4*
HL-60(TB) with O=C(CNc1nc(-c2ccc(Cl)cc2)cs1)Nc1ccc(-c2nc3ccccc3s2)cc1 = 99
HL-60(TB) with Nc1cccc(SC(CC(=O)c2ccc(-c3ccccc3)cc2)c2ccco2)c1 (stereo unspecified) = 93
HL-60(TB) with Cc1cc(C)c2c(-n3nnc(C#N)c3N)nn(C)c2n1 = 99
HL-60(TB) with N/C(=N\c1nc2ccccc2s1)NC(=O)NC(c1ccccc1)c1ccccc1 = 72
HL-60(TB) with COc1ccc(F)cc1N = 101

Carrying on:
SMILES	HL-60(TB)
CNc1nc2c(s1)C(c1cc(F)ccc1F)CC(=O)N2 (stereo unspecified)	47
Nc1ccc2c(c1)CCc1ccccc1-2	98
CC(C)(C)N1CC1C#N (stereo unspecified)	98
O=C(O)c1ccccc1CC(CCc1ccccc1)C(=O)O (stereo unspecified)	96
N#CSCC(=O)c1ccc2ccccc2c1	119
Cc1ccc(Cc2ccccc2C(=O)O)cc1	99
CC(C)(C)c1ccccc1[N+](=O)[O-]	92
OC(CSc1ccccc1)CN1CCN(c2ccccc2)CC1 (stereo unspecified)	96
NNCc1ccccc1Cl	100
O=S(=O)(NCCCNc1nccc(-c2[nH]c(-c3ccccc3)nc2-c2ccc(Cl)c(O)c2)n1)c1ccc(Br)cc1	13
CC1=N/C(=C/c2ccccc2)C(=O)O1	83
COc1ccc(-c2nsc3c2NC(=O)CC3c2ccc3c(c2)OCO3)cc1 (stereo unspecified)	-22*
O=C1CCc2ccc(OCc3cn(Cc4ccccc4Cn4cc(COc5ccc6c(c5)NC(=O)CC6)nn4)nn3)cc2N1	103
CC(=O)Nc1nc2c(s1)Nc1cc(C)c(C)cc1NC2=O	85
CCOC(=O)/C=C1/S/C(=N\N=C\c2ccc(OS(=O)(=O)C(F)(F)C(F)(F)C(F)(F)C(F)(F)C(F)C(F)(F)F)cc2)N(c2ccccc2)C1=O (stereo unspecified)	100
CCN(CC)c1ccc2cc(C(Nc3ccc4c(c3)OCO4)c3nnnn3C(C)(C)C)c(=O)oc2c1 (stereo unspecified)	104
COc1ccc(-n2c(-c3ccccc3)c(-c3ccccc3)c3c(SCC(=O)NN)ncnc32)cc1	84
COC(=O)c1ccc(F)cc1	96
CCOc1ccc2nc(N(Cc3ccc(C(C)C)cc3)C(=O)CC)sc2c1	100
O=C(Nc1ccccn1)[C@H](O)[C@@H](O)C(=O)N1CCOCC1	116
Cc1nc2cc(Nc3nc(Nc4ccc(F)cc4)nc(Nc4ccc(F)cc4)n3)ccc2n1Cc1ccccc1	100
COC(=O)CC1=CCC(n2cc(F)c(-n3cncn3)nc2=O)O1 (stereo unspecified)	88
O=C(O)c1cccc(N2C(=O)/C(=C\c3ccc(-c4ccc(Cl)cc4)o3)SC2=S)c1	99
NC(C(=O)O)c1ccc(O)cc1 (stereo unspecified)	100
COc1ccc2c(c1)c(-c1nnc(N)nc1-c1cn(C)c3ccccc13)cn2C	73
O=[N+]([O-])c1ccc(Sc2ccncn2)c([N+](=O)[O-])c1	17
COc1ccc(N=NC(C#N)C(N)=O)cc1 (stereo unspecified)	103
Cc1ccc2oc(=O)c(S(=O)(=O)Nc3ccc(S(=O)(=O)Nc4ncccn4)cc3)c(O)c2c1	96
O=C1N=c2ccccc2=C/C1=C\c1c(O)[nH]c(=S)[nH]c1=O	99
COC1C(O)CC(OC2CC(OC3CC(O[C@@H]4C(=O)c5c(cc6cc(OC7CC(OC8CC(O)C(O)C(C)O8)C(O)C(C)O7)c(C)c(O)c6c5O)CC4[C@H](OC)[C@@H](O)C(C)=O)OC(C)C3O)OC(C)C2O)OC1C (stereo partly specified)	14
N/C(=N\C(N)=N\c1nc2ccccc2s1)c1ccncc1	35
CCN(CC)CCNC(=O)COc1ccc(OC)cc1	102
CCC(=O)N1CCNc2nc(N)[nH]c(=O)c21	91

Some of the compounds tested (hit frequency here may not be typical).
